Abeta yeast res: restores growth of yeast expressing A-beta42 peptide; yeast expressing A-beta42, growth rescue, OD600, 48 h; response scale: 0% DMSO, 100% iron-clioquinol control; Potency, µM (highest dose often 46.1 µM), for the others: at the top dose growth rescue, hits mostly activators; 0.063% of 410,000 active; also: potency is read from the fitted curve at half-maximal effect; nearly all actives have a fitted effect of over 55% in size
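Growth rescue measured by 600 nm absorbance after 48 h yeast culture at 30 C with compound. Values normalized between DMSO and an equimolar ferric chloride plus clioquinol control.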
Nrf2 ARE act: activates Nrf2 signaling; AREc32 ARE-luciferase reporter (MCF7-derived line), luminescence, 24 h; Potency, µM (series often up to 46.1 µM), for the others: top-dose activation, usual class: activators; 0.31% of 410,000 active; also: potency is read from the fitted curve at half-maximal effect; % of control where 0% means no effect; nearly all actives have a fitted effect of over 65% in size
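AREc32 cells carrying an ARE-driven firefly luciferase reporter were seeded at 1000 cells/well in OPTI-MEM with 5% FBS, then exposed to compound for 24 hr at 37 deg C. Luminescence was read with Steady-Glo after 30 min at RT.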
Nrf2 inh: Nrf2 pathway inhibition; A549 ARE-Fluc reporter, luciferase luminescence, 18-24 h; Potency, µM (highest dose often 46 µM), inactives show top-dose activity change, negative = inhibition, usual class: inhibitors; 2.1% of 360,000 active; AID 504444; also: potency is read from the fitted curve at half-maximal effect; % is scaled to controls: 0 for no effect and ±100 for the full control effect; nearly all actives have a fitted effect of over 60% in size
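A549 ARE_Fluc cells (5000/well, 5% FBS OPTI-MEM) pre-incubated 2 h, then treated with compounds 18-24 h at 37C/5% CO2 in concentration-response. CellTiter-Fluor viability read first; BugLite luciferase luminescence after 15 min at room temperature gives Nrf2 activity.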
pAkt inh: blocks phosphorylation of Akt; Neuro2A IGF-stimulated pAkt S473 HTRF, 20 min; active compounds read low; activity change, % for hits at 50 µM; 0.32% of 360,000 active; AID 651550; in the data active = activity change below about -80%; inconclusive = mostly about -51% to -80%; also: % is scaled to controls: 0 for no effect and ±100 for the full control effect
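Neuro2A cells (4,500/well, DMEM with 0.5% FBS) were treated with compound at a single 50 µM final concentration, stimulated with 6 nM IGF for 20 min at 37 °C, and lysed. Phospho-Akt Ser473 was read by HTRF as 665/615 ratio ×10^4.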
TGFb SMAD3 inh: TGF-b pathway inhibition; HepG2 CAGA-GFP TGF-b/SMAD3 reporter, GFP fluorescence, 18 h; TGF-beta stimulated, 500 pg/mL final; Potency, µM (top dose mostly 46.1 µM), without a hit: top-dose activity, negative = inhibition, hits mostly inhibitors; 1.2% of 410,000 active; AID 588855; also: potency is read from the fitted curve at half-maximal effect; % is scaled to controls: 0 for no effect and ±100 for the full control effect; nearly all actives have a fitted effect of over 65% in size
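Cell-based qHTS in HEPG2 carrying a CAGA-GFP Smad reporter; compounds added before 500 pg/mL final TGF-beta, 18 h incubation at 37 degrees C, GFP fluorescence quantified per cell by imaging cytometry.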
A549 viability: A549 cytotoxicity, counter-screen for Nrf2 inhibitors; A549 ARE-Fluc cells, CellTiter-Fluor viability, 18-24 h; Potency, µM (highest dose often 46 µM), for the others: at the top dose activity change, negative = cytotoxicity, actives largely listed as inhibitors; 0.16% of 390,000 active; AID 504648; also: potency is read from the fitted curve at half-maximal effect; % is scaled to controls: 0 for no effect and ±100 for the full control effect
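A549 ARE-Fluc cells in 5% FBS OPTI-MEM, 5000 cells/well, rested 2 h then exposed to compounds in concentration-response for 18-24 h at 37 °C. Viability by CellTiter-Fluor fluorescence (Ex 405/Em 525) after 30 min; luciferase luminescence (BugLite, 15 min, RT) read afterwards.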
MmCpn inh: M. maripaludis TRiC chaperonin inhibition. purified Mm-Cpn ATPase, ADP Transcreener TR-FRET. Potency, µM (series often up to 76.9 µM), inactives show at the top dose activity, negative = inhibition, actives largely listed as inhibitors. 0.031% of 330,000 active; also: potency is read from the fitted curve at half-maximal effect; % is scaled to controls: 0 for no effect and ±100 for the full control effect; nearly all actives have a fitted effect of over 80% in size
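Inhibition of chaperonin ATP hydrolysis is measured as reduced ADP production, detected by competitive TR-FRET in which signal falls with ADP. Final enzyme 25 nM and ATP 10 uM, reacted 30 min at 37°C.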
HepG2 viability: kills HepG2 cells in TGF-b inhibitor counter-screen; 0.76% of 410,000 active; HepG2 CAGA-GFP viability, ATP luminescence, 18 h; Potency, µM (doses to about 46.1 µM), for the others: top-dose activity change, negative = cytotoxicity, hits mostly cytotoxic; also: potency is read from the fitted curve at half-maximal effect; some results filed as inactive show a strong effect at the top dose
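HepG2 CAGA-GFP cells (1000/well, DMEM with 1% FBS) received compound, then TGF-beta at 500 pg/mL final, and were incubated 18 hours at 37 degrees C. Viability was read by CellTiter-Glo luminescence. Media-only wells were set as complete cell-killing and DMSO as no toxicity.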
CCT chaperon mod: cytosolic chaperonin activity modulation | purified chaperonin ATPase assay, HTRF ADP detection, 30 min | activity change, % (concentration not given with the values), hits read low | 0.3% of 360,000 active; in the data active = activity change below about -30%; also: % is scaled to controls: 0 for no effect and ±100 for the full control effect
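ATPase activity: ADP formed was measured by HTRF Transcreener (665/615 nm ratio) after 30 min at 37 deg C with 10 uM ATP. Compounds screened at one 76 uM concentration against 40 or 20 nM TRiC in Tris pH 7.4/KCl/MgCl2/DTT buffer.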
Starred values were filed as active, the others as inactive; i = inactive; ? = inconclusive; . = not tested or not shown; [ ] = dose if it differs, or a comment. Unless noted, calls follow the shape of the dose curve; as a rule, active = well fitted curve in the direction sought with a large enough effect; inconclusive = small, poorly fitted or top-dose-only effect, or another doubt; inactive = no such curve, though single readings can be large; an effect the other way counts as inactive or inconclusive.

Second line of a record – Abeta yeast res	Nrf2 ARE act	Nrf2 inh	pAkt inh	TGFb SMAD3 inh	A549 viability	MmCpn inh	HepG2 viability	CCT chaperon mod
Cc1cccc(NS(=O)(=O)c2cc3c4c(c2)CCN4C(=O)CC3)c1C
  -4.8%	0.2%	-21.4%	i	-4.2%	2.0%	-3.4%	1.2%	-2.2
CCOC(=O)C1CCN(C(=O)CCn2c(=O)c3cccn3c3cccnc32)CC1
  -2.2%	0.7%	29.2%	i	4.2%	-1.2%	0.0%	7.9%	-1.7
O=C(Nc1ccc(N2CCN(C(=O)c3ccco3)CC2)cc1)c1ccccc1F
  4.5%	0.3%	?	i	?	-5.5%	-2.5%	-16.3%	1.2
CCc1[nH]c(=S)c(C#N)c2c1CCCC2
  7.1%	0.3%	15.2%	i	4.2%	3.3%	-5.1%	-29.7%	0.4
COc1ccc(CCC(=O)N2CCN(S(=O)(=O)c3ccc(OC)c([N+](=O)[O-])c3)CC2)cc1
  12.2%	0.4%	.	i	-5.3%	.	.	-19.0%	1.0
Cc1cccc2sc(N(CCCN(C)C)C(=O)CCS(=O)(=O)c3ccccc3)nc12
  2.6%	-2.9%	?	i	3.16µM*	-16.1%	-1.7%	7.08µM*	-2.9
CC(=O)c1ccc(NC(=O)CN2C(=O)CN(C)C(=O)c3ccccc32)cc1
  -1.0%	0.9%	.	.	-2.9%	-4.3%	.	-14.1%	.
CN(C)S(=O)(=O)c1cccc(NC(=O)c2c[nH]c3ccccc23)c1
  15.9%	0.5%	?	i	-2.7%	-14.7%	0.3%	4.2%	1.4
CCc1ccc(C(=O)c2cnc3ccc(OC)cc3c2N2CCN(CC)CC2)cc1
  2.2%	0.9%	-1.0%	i	-0.7%	-2.3%	-28.3%	-5.5%	-0.7
COc1cccc(CNC(=O)CCS(=O)(=O)c2ccc3c(c2)NC(=O)CO3)c1
  -4.8%	4.2%	-3.9%	i	-1.2%	-2.1%	1.7%	-3.1%	-1.2
CCC1Sc2ccc(S(=O)(=O)CCC(=O)NCc3cccs3)cc2NC1=O (centres undefined)
  4.7%	-0.2%	-0.1%	i	-5.6%	-15.6%	-3.0%	-21.3%	-6.5
Cc1ccnc(NC(=O)c2cccc(NC(=O)Cc3ccccc3)c2)c1
  7.3%	0.0%	-4.4%	i	0.0%	-2.2%	-1.4%	-29.1%	-0.1
Cc1ccc2[nH]c(C(=O)O)c(-c3ccccc3)c2c1
  -11.1%	0.2%	-0.7%	i	0.1%	11.9%	-4.9%	11.3%	1.3
Oc1cc2ccccc2nc1-c1ccccc1Cl
  -22.5%	-0.8%	7.9%	i	11.1%	6.3%	-2.1%	2.5%	1.8
CCN1C(=O)c2cccc3c(S(=O)(=O)Nc4nc(C)cs4)ccc1c23
  -3.5%	?	-25.4%	i	-1.9%	-14.7%	-0.4%	-42.6%	-0.7

Continued:
Second line of a record – Abeta yeast res	Nrf2 ARE act	Nrf2 inh	pAkt inh	TGFb SMAD3 inh	A549 viability	MmCpn inh	HepG2 viability	CCT chaperon mod
Cc1cc(NC(=O)CCC(=O)N(CC(=O)NC2CCCC2)c2ccc(C(C)C)cc2)no1
  -2.7%	-0.3%	?	i	?	-7.7%	0.0%	-39.1%	0.2
COC(=O)c1ccc(N=C2S/C(=C\c3cc(C)n(-c4cccnc4)c3C)C(=O)N2C)cc1
  -14.1%	0.1%	25.9µM*	i	3.7%	?	0.2%	-0.6%	-2.9
CCNCc1nc2cc(OC)c(OC)cc2c(=O)[nH]1
  -1.7%	-1.0%	.	.	-7.2%	-6.9%	-0.6%	-19.5%	-0.3
O=C1NC[C@@H](CCCCN2C[C@H](Cc3ccccc3)N(CCC3CCCCC3)C(=O)C2=O)N(CCc2ccccc2)C1=O
  -17.4%	3.6%	.	i	.	.	.	.	0.6
COc1ccc(Br)cc1CNC(=O)Cc1c(C(=O)O)[nH]c2ccc(Cl)cc12
  32.3%	4.2%	-0.6%	i	2.6%	1.2%	-0.6%	-2.4%	-3.7
CCN(CC1CCCN(CCc2cccc(F)c2)C1)C(=O)c1cc2ccccc2o1 (centres undefined)
  -5.6%	2.6%	-0.2%	i	-9.3%	?	-0.5%	-4.1%	-0.1
CN(C[C@H](Cc1ccccc1)N(C[C@H](Cc1ccccc1)N(CC1(c2ccccc2)CC1)N=O)N=O)N=O
  15.1%	4.7%	-16.6%	i	-17.7%	-1.4%	.	-17.8%	0.1
CC(NC(=O)c1cc2cc([N+](=O)[O-])ccc2oc1=O)C1CCCO1 (centres undefined)
  -45.9%[inhibitor]	1.5%	-7.2%	i	-19.4%	-25.8%	2.1%	1.3%	2.1
COCCCN(Cc1cc(OC)c(OC)c(OC)c1)C(=S)Nc1cccc(Cl)c1
  7.1%	3.3%	.	i	-10.3%	.	.	-19.1%	-1.1
Cc1nc2ccccc2n1CC(=O)c1ccccc1
  4.8%	0.4%	?	i	-9.9%	-2.9%	?	-3.9%	-0.9
Cc1ccc(C(=O)NCC(=O)Nc2ccccc2C)o1
  0.0%	-0.8%	.	i	-3.0%	.	.	-30.4%	0.2
COc1cc(OC)c2c(-c3cccc(-c4ccc(C#N)cc4)c3)cc(=O)oc2c1
  -7.0%	-1.1%	-8.7%	i	?	-4.8%	-1.7%	-23.5%	-1.5
O=S1(=O)CC(N2CCCC2)CN1Cc1cn(Cc2ccc(Cl)cc2)nn1 (centres undefined)
  -8.2%	0.0%	.	i	.	.	.	.	-0.5
C/C(=N\NC(=O)c1cccc(N/N=C(\C)c2ccncc2)c1)c1ccncc1
  -2.3%	0.0%	-13.1%	i	0.8%	-8.5%	-0.1%	-21.9%	0.2
Cc1c(NC(=S)NC(C)(C)C)c(=O)n(-c2ccccc2)n1C
  -6.9%	0.4%	19.0%	i	-12.8%	-0.4%	1.2%	1.9%	2.2

The results go on.
Second line of a record – Abeta yeast res	Nrf2 ARE act	Nrf2 inh	pAkt inh	TGFb SMAD3 inh	A549 viability	MmCpn inh	HepG2 viability	CCT chaperon mod
COC(=O)c1ccccc1NC(=O)NCc1ccc2c(c1)OCO2
  -2.1%	0.0%	?	i	1.4%	-2.4%	.	-16.2%	1.0
Cc1nn(Cc2ccc(Cl)cc2)c(C)c1NC(=O)CCCn1nc([N+](=O)[O-])c(Cl)c1C
  -7.1%	3.6%	-26.2%	i	-11.3%	-5.5%	-0.2%	-14.4%	-1.5
c1cc(CCCc2ccncc2)ccn1
  8.6%	-0.7%	7.9%	i	14.9%	-1.3%	2.0%	12.8%	-1.3
CC1Oc2ccccc2N(CC(=O)c2cccc(Cl)c2)C1=O (centres undefined)
  25.0%	6.1%	11.9%	i	3.6%	4.1%	0.0%	-22.4%	-1.2
CCOC(=O)N1CCN(C(=O)c2cc3cc(F)ccc3[nH]2)CC1
  -7.8%	4.1%	-7.6%	i	10.4%	0.5%	-0.1%	-17.9%	0.7
CC(C)CN1CCN(Cc2cnc(-c3ccc(Cl)cc3)nc2)CC1CCO (centres undefined)
  -2.1%	3.9%	?	i	-24.3%	-10.1%	2.5%	-55.3%	-1.3
CC(C)(CNC(=O)c1cc([N+](=O)[O-])ccc1N1CCC(Cc2ccccc2)CC1)N1CCOCC1
  -10.2%	0.5%	?	i	-26.7%	?	-6.4%	-8.2%	-0.8
O=C(CSCc1ccc(Cl)cc1)N1CCCCC1
  14.7%	3.8%	.	i	-20.7%	-4.0%	0.0%	2.9%	1.1
O=C(c1cc(-c2ccc(Cl)cc2Cl)on1)N1CCCCCC1
  -35.4%	0.0%	?	i	-8.2%	12.5%	1.0%	-13.4%	-1.6
COCc1cc(CN2CCCC(C(=O)c3cccc(C(F)(F)F)c3)C2)ccc1OC (centres undefined)
  8.8%	-0.6%	-21.6%	i	?	-12.3%	0.5%	-40.4%	-0.2
Cc1ccc(-n2ncc(C(=O)N3CCN(Cc4ccccc4)CC3)c2C2CCN(C(=O)OC(C)(C)C)CC2)c(C)c1
  10.9%	-0.2%	?	.	15.6%	-10.2%	.	9.6%	.
CCN(C1CCCCC1)S(=O)(=O)CCNC(=O)c1ccc(OC)cc1
  8.1%	-1.0%	.	i	2.7%	.	.	0.7%	0.4
COC(=O)COc1ccc(NC(=O)C2CCCO2)cc1 (centres undefined)
  0.6%	-0.3%	10.3%	i	-24.2%	5.0%	1.3%	2.3%	-0.4
O=C(NCc1ccc(Cl)cc1)C1CCN(S(=O)(=O)Cc2ccccc2)CC1
  -5.2%	-0.3%	0.9%	.	-3.7%	-3.2%	.	-0.1%	.
COc1ccc(C(C)=O)cc1COC(=O)C1CCN(C(=O)c2ccc(Cl)cc2)CC1
  8.3%	-1.0%	2.9%	i	-3.3%	-0.2%	0.2%	-13.6%	0.3
CCOc1ccc(-n2c(SCC(=O)Nc3ccc(CC)cc3)nc3c(oc4ccccc43)c2=O)cc1
  -3.7%	-0.8%	-11.9%[9.27 µM]	.	-24.8%	0.6%	.	-2.7%	.
COC(=O)c1cc(NC(=O)CN(c2ccc(OC)cc2)S(=O)(=O)c2ccc(F)cc2)ccc1Cl
  -1.8%	0.7%	?	i	-24.4%	-23.1%	-0.7%	-23.7%	-8.3
CC1(C)CC(=O)c2cc(-c3nc(-c4ccc(Br)cc4)cs3)c(=O)n(-c3ccccc3)c2C1
  -6.2%	-1.2%	16.3%	.	-24.5%	0.5%	.	-7.8%	.

High-throughput results (PubChem BioAssay)
